RmlC RmlD mix: RmlC and RmlD coupled enzyme inhibitors, primary screen, biochemical, 384-well, compound mixtures, retest | RmlC/RmlD coupled enzyme inhibition, 384-well mixture HTS | hit rate 0.39% among 110,000 | inhibition, % at 5.5 µM; in the data active = inhibition above about 30%, passing the limit was not always enough; inconclusive = no clear call, values can overlap the other calls; note: strong numbers were not always called active
RT RNaseH block: HIV-1 RT RNase H inhibitors, primary screen, biochemical, fluorescence; RT-RNase H RNA/DNA duplex cleavage; inhibition, % at 10 µM; hit rate 1.9% among 65,000; in the data active = inhibition above about 50%
Active calls of the source: *; ? = inconclusive; · = no result given. Not all compounds are listed. The share of hits here may be higher or lower than overall.

No.	structure	RmlC RmlD mix	RT RNaseH block
1	COc1ccccc1N1CCN(S(C)(=O)=O)CC1	6	·
2	CSc1ccc(Cl)c(C(=O)Nc2ccc(OCC(N)=O)cc2)c1	-13	·
3	COC(=O)c1ccccc1NC(=O)CN1CCN(C(=O)c2ccco2)CC1	-2	-14
4	c1ccc(SSc2ccccc2)cc1	-12	11
5	Cc1c(C(=O)NCCCN2CCCC2=O)oc2ccccc12	-16	-6
6	CCn1c(=O)n(CC)c2cc([N+](=O)[O-])ccc21	-66	·
7	CCOC(=O)C1CCN(C(=O)CCNC(=O)Cn2ccc3ccccc3c2=O)CC1	-5	-1
8	Cc1ccnc(SCCn2c(N3CCCCC3)nc3c2c(=O)[nH]c(=O)n3C)n1	8	-10
9	COc1ccc(-c2nc(CSCC(=O)N3CCN(C(=O)c4ccco4)CC3)c(C)o2)cc1OC	-12	-7
10	c1ccc2[nH]c(CN3CCCCC3)nc2c1	-10	·
11	COc1ccc(CSc2nncn2N)cc1Br	-9	6
12	CCc1nnc(NC(=O)CCC(=O)N2CCN(Cc3cc(F)ccc3OC)CC2)s1	1	-20

Additional results.
No.	structure	RmlC RmlD mix	RT RNaseH block
13	CCCCOCCCNC(=O)c1ccc(NC(C)=O)cc1	13	-1
14	CSc1nc(C)cc(OCC(=O)N2CCOCC2)n1	-1	-15
15	CC1CCN(c2nnc(N3CCC(C)CC3)c3ccccc23)CC1	·	-4
16	O=C(CCN1CCCCCC1)Nc1ccc(F)c(F)c1	-12	-2
17	CC(=O)c1ccc(Cc2ncc(C(F)(F)F)cc2Cl)s1	10	·
18	CCCC[C@@H]1CN=C(N)N1CC(C)(C)C	3	·
19	COc1cccc(C(=O)Oc2cccc(N3C(=O)C4C5CC(C(Br)C5Br)C4C3=O)c2)c1 (configuration not stated)	?	·
20	CSc1nc(-c2ccco2)nn1C(=O)c1ccco1	10	6
21	Cc1cc(NCCCN2CCOCC2)n2ncc(-c3ccc(Cl)cc3)c2n1	9	-3
22	CCOC(=O)N1CCC(NC(=O)COc2cc(=O)n(C)c3ccccc23)CC1	7	-6
23	COC(=O)CNC(=O)c1cn(CC(C)C)c(=O)c2cc(OC)c(OC)cc12	11	-3
24	Cc1ccc2c(c1)NC(=O)C(CC(=O)NCCCN1CCN(c3cc(C)ccc3C)CC1)O2 (configuration not stated)	·	16

Carrying on.
No.	structure	RmlC RmlD mix	RT RNaseH block
25	CCN1CCN(Cc2nc3c(c(=O)n(C)c(=O)n3C)n2Cc2ccccc2Cl)CC1	-9	-3
26	OCCCc1nc2n(n1)C(c1ccccc1Cl)C=C(c1cccs1)N2 (configuration not stated)	9	-15
27	CC1CCN(C(=O)CSc2nnc(CNC(=O)COc3ccc(Cl)cc3)o2)CC1	4	-4
28	CCOC(=O)c1cc2nc(Nc3ccc(OC)cc3)sc2s1	-7	27
29	CCc1nnc(NC(=O)CSc2nnc(-c3ccccc3O)n2CC)s1	-9	·
30	Cc1ccn2c(-c3csc(NCc4ccco4)n3)c(C)nc2c1	1	-16
31	CCCCn1c(O)c(C(C)=NCCCN(CC)CC)c(=O)[nH]c1=O	2	2
32	Cn1cnnc1SCC(=O)Nc1ccccc1C(=O)NC1CC1	-17	·
33	c1ccc(-c2cn3nc4c(nc3n2)CCCC4)cc1	51	·
34	CCCCNC(=O)c1onc(CSc2cccc(OCC)c2)c1C(=O)O	-12	·
35	CN=C1c2ccccc2CN1c1cccc(C(=O)OC)c1	13	-6
36	CCC(CC)C(=O)NCCc1ccc(OC)cc1	-7	·

(cont.)
No.	structure	RmlC RmlD mix	RT RNaseH block
37	CNS(=O)(=O)c1ccc(NC(=O)c2nc3nc(C)cc(C(F)F)n3n2)cc1	-7	·
38	O=C(O)c1cc(O)c2c(c1)C(=O)c1cc(O)cc(O)c1C2=O	6	·
39	O=C(c1cc(-c2cccs2)nc2ccccc12)N1CCN(S(=O)(=O)c2cccc(F)c2)CC1	-16	·
40	COc1ccc(NC(=O)CSc2nc(O)cc(=O)n2C)cc1	7	·
41	COCCn1nnnc1C(c1cc2ccc(OC)cc2[nH]c1=O)N1CCN(C2CCCCC2)CC1 (configuration not stated)	-10	9
42	C=CCC(=O)OCCCCCCOc1ccc(C(=O)O)cc1	-10	·
43	CCN(CC)S(=O)(=O)c1cccc(C(=O)N[C@H](C(=O)OCC(N)=O)C(C)C)c1	-13	·
44	CC1(C)CC2CC(C)(CN2C(=O)Cc2ccccc2)C1 (configuration not stated)	21	·
45	Cc1ccc(N=CC2=C(O)CC(C)(C)CC2=O)nc1	-8	·
46	COc1ccccc1N1CCN(C(c2cc3cc(C)ccc3[nH]c2=O)c2nnnn2C2CCCC2)CC1 (configuration not stated)	2	54*
47	O=C(NCc1ccco1)c1ccccc1F	-144	·
48	COC(=O)c1cccc(C23CC4(C2)[C@H](CN(Cc2cccnc2)[C@@H]4c2ccccc2)C3c2ccccc2)c1 (some centres not stated)	4	·

Other records follow:
No.	structure	RmlC RmlD mix	RT RNaseH block
49	CCOc1ccc(-n2c(SCC(=O)Nc3ccc(OC)cc3)nc3c(c2=O)SCC3)cc1	2	-16
50	O=C(OCC(=O)N1CCOCC1)c1ccc2c(c1)OCCO2	4	-20
51	COC(=O)C1C(=O)c2c([nH]c(C(=O)OC3CCCCCC3)c2C)CC1C (configuration not stated)	3	-7
52	O=C(Cn1ncc2c(=O)oc3ccccc3c21)NCCN1CCN(c2ccccc2F)CC1	13	0
53	C=CCNC(=O)CN(c1ccc(F)c(Cl)c1)S(C)(=O)=O	-10	-1
54	CCOC(=O)c1c(CSC(=N)N)n(-c2ccc(C)cc2)c2cc(Br)c(OC(C)=O)cc12	-5	·
55	CC(C)(CO)Nc1nc(N2CCCC2)nc(N2CCCC2)n1	-5	·
56	CCOC(=O)CC(=O)c1cc(OC)c(OC)c(OC)c1	5	-8
57	Cc1ccc(-c2cc(C(F)F)n3ncc(C(=O)N4CCC5(CC4)OCCO5)c3n2)cc1	-16	·
58	Cc1cc(C(F)(F)F)nn1Cc1n[nH]c(=S)n1-c1cccc(Cl)c1	-12	·
59	CC(=O)Nc1nc(COc2ccc3ccccc3c2)cs1	25	·
60	CC1CCCC(N2CCN(C(=O)c3ccc(F)cc3)CC2)C1 (configuration not stated)	8	0

Other records:
No.	structure	RmlC RmlD mix	RT RNaseH block
61	C=C1CCN([C@@H](CC(C)C)C(=O)NCc2ccccc2)S(=O)(=O)c2ccccc21	-7	·
62	Cn1c(=O)c2nc(NCc3ccccc3)cnc2n(C)c1=O	·	-10
63	COc1ccccc1C1CC(=O)Nc2c1c(=O)n(C)c(=O)n2C (configuration not stated)	2	·
64	CC(C)(C)c1ccc(C(=O)N2CCNCC2)cc1	-17	·
65	O=C(Nc1ccc(N=Nc2ccccc2)cc1)c1ccc(Cl)cc1Cl	-5	·
66	O=C(O)CSc1nnc(-c2ccncc2)n1-c1ccc(Cl)cc1	8	·
67	O=C(CSc1nnc(Cn2c(=O)sc3ccccc32)n1-c1ccccc1)Nc1nccs1	-8	1
68	COc1ccccc1-c1c(NC(=O)c2ccco2)n(-c2ccccc2)nc(C)c1=O	-8	7
69	COC(=O)c1sc(NC(=O)c2csc3c2CCCC3)nc1C	-12	12
70	O=C(O)CN1CCN(Cc2ccccc2)C1=O	-9	0
71	CCOC(=O)C(NC(=O)CC(C)C)(Nc1cc(C)on1)C(F)(F)F (configuration not stated)	4	-7
72	CCC(=O)Nc1nc(-c2ccccc2)ns1	-12	·

Three entries drawn at random from the list so far:
No.	structure	RmlC RmlD mix	RT RNaseH block
65	O=C(Nc1ccc(N=Nc2ccccc2)cc1)c1ccc(Cl)cc1Cl	-5	·
64	CC(C)(C)c1ccc(C(=O)N2CCNCC2)cc1	-17	·
63	COc1ccccc1C1CC(=O)Nc2c1c(=O)n(C)c(=O)n2C (configuration not stated)	2	·

New compounds follow.
No.	structure	RmlC RmlD mix	RT RNaseH block
73	CC1(C)S[C@@H]2[C@H](NC(=O)[C@H](N)c3ccc(O)cc3)C(=O)N2[C@H]1C(=O)O	-7	·
74	O=C(NN1C(=O)c2ccccc2NC1c1ccccn1)c1ccc(Br)cc1 (configuration not stated)	1	·
75	O=C1CN(C(=O)COC(=O)C2CCN(S(=O)(=O)c3ccccc3C(F)(F)F)CC2)c2ccccc2N1	11	·
76	CCCC(=O)N1CCc2cc(-c3nc(N)sc3C)ccc21	-7	-16
77	CCOC(=O)CN1NC2(CCC(C)CC2)NC1=S (configuration not stated)	13	·
78	COCCSc1nnc(NC(=O)Cc2cccs2)s1	10	-18
79	CCC(C(=O)O)n1c(C(F)(F)F)nc2ccccc21 (configuration not stated)	4	1
80	Cc1cnc(C(=O)OCC(=O)N2CCc3ccccc3C2)cn1	5	-1
81	Cc1ccc2c(c1)CC1(CN2C)C(=O)NC(=O)N(c2ccc(C)c(C)c2)C1=O (configuration not stated)	-4	10
82	Cn1c(=O)c2c(SCC(N)=O)nc(CC(C)(C)C)nc2n(C)c1=O	1	-3
83	Nc1cc(=O)[nH]c(=S)n1-c1ccccc1	-6	·
84	COc1ccc(-n2c(=O)c3ccccc3n(CC(=O)Nc3cc(C)on3)c2=O)cc1OC	-22	-11

Going on with the list:
No.	structure	RmlC RmlD mix	RT RNaseH block
85	COc1ccc(C(=O)N2CCC(N3CCN(c4ccccc4)CC3)CC2)cc1OC	-8	5
86	CCOC(=O)C1=C(C)OC(N)=C(C#N)C1c1cc(OC)c2c(c1)OCO2 (configuration not stated)	-14	-15
87	CCc1ccc(NC(=O)c2ccnc(C(C)(C)C)c2)cc1	2	·
88	COC(=O)Nc1ccc(S(=O)(=O)N2CCN(CCN3C(=O)C4C5C=CC(C5)C4C3=O)CC2)cc1 (configuration not stated)	-27	·
89	COc1ccc(C2=NOC(C)(c3nnc(-c4ccc(F)cc4)o3)C2)cc1 (configuration not stated)	2	·
90	NC(=O)C1(N2CCCCC2)CCN(C2CC(=O)NC2=O)CC1 (configuration not stated)	-8	·
91	Cc1ccc(C)c(NC(=O)c2ccc3c(c2)N(Cc2ccc(F)cc2)C(=O)CS3=O)c1 (configuration not stated)	0	-2
92	Cc1ccc(C)c2c(SC(C)C(=O)NCc3ccco3)nc(-c3ccccc3)nc12 (configuration not stated)	7	·
93	COC(=O)C1CCCN1C(C(=O)NC1CCCCC1)c1ccc(Cl)cc1 (configuration not stated)	·	-4
94	O=C(N/N=C/c1ccco1)c1cnccn1	-1	·
95	Cc1ccc(NC(=S)Nc2nc(CC(=O)Nc3ccccc3)cs2)cc1	8	·
96	N#Cc1nc(-c2ccccc2Cl)oc1N1CCOCC1	-7	-86

Next section
No.	structure	RmlC RmlD mix	RT RNaseH block
97	N/C(=N\c1nc2c(c(=O)[nH]1)CCCC2)Nc1ccccc1Sc1ccccc1	8	·
98	COc1ccc(/C=N/c2nc3ccccc3n2C)cc1OC	12	2
99	Cc1cc(=O)oc2cc(OCC(=O)N3CCCC(C)C3)ccc12 (configuration not stated)	13	-18
100	Cc1cccc2cc(C#N)c(NCCNS(=O)(=O)c3ccc4c(c3)OCCO4)nc12	-12	-1
101	Cc1cnc(C(=O)OCC(=O)Nc2ccc(Cl)cc2)cn1	·	0
102	c1cc2ccc3ccc(CN4CCOCC4)c4ccc(c1)c2c34	-24	·
103	CCCCNC(=O)Nc1cnn(CC)c1C(N)=O	-14	0
104	COc1ccc(C2C3=C(CCCC3=O)Nc3nc4ccccc4n32)cc1OC (configuration not stated)	·	-5
105	COc1ccc(-c2nnnn2-c2ccccc2OC)cc1	9	-21
106	CCOC(=O)CSc1ccc(-c2nc3cc(C)c(C)cc3[nH]2)cn1	-11	·
107	CC1=C(C(=O)OC2CCCCC2)C(c2ccco2)n2ncnc2N1 (configuration not stated)	8	-49
108	Cc1ccc(C)c(N(C(=O)Cn2nnc(-c3cccs3)n2)C(C(=O)NC2CC2)c2ccc(C)o2)c1 (configuration not stated)	12	-18

(continued)
No.	structure	RmlC RmlD mix	RT RNaseH block
109	CN(C)c1nc(Oc2ccc(/C=N/O)cc2)nc(N(C)C)n1	4	-11
110	C=C[C@@]1(C)CC(=O)[C@]2(O)[C@@]3(C)[C@@H](O)CCC(C)(C)[C@@H]3[C@H](O)[C@H](OC(C)=O)[C@@]2(C)O1	3	·
111	CN1C(=O)C(C2c3ccccc3C(=O)N2Cc2ccccc2)C(=O)N(C)C1=O (configuration not stated)	-17	-8
112	Cn1c(-c2ccc(C(C)(C)C)cc2)n[nH]c1=S	7	38
113	CC(C)c1ccc(N2CCN(C(=O)c3ccccc3NC(=O)/C=C(\C(=O)O)c3ccccc3)CC2)cc1	-12	·
114	Cn1c(=O)oc2cc(S(=O)(=O)Nc3cccc(C(=O)O)c3)ccc21	-11	0
115	Cc1cc2c(s1)CCCCC(=O)N2	-6	-13
116	COCC(=O)N(Cc1cc2ccccc2[nH]c1=O)c1ccc(OC)cc1	8	-4
117	COc1cccc(-n2nc(C(=O)N3CCC4(CC3)OCCO4)c3ccccc3c2=O)c1	24	-7
118	Cn1c(NNC(=O)c2cccc3ccccc23)cc(=O)n(C)c1=O	7	·
119	O=C(NC1(C(F)(F)F)NC(=O)N(Cc2cccnc2)C1=O)c1ccccc1Cl (configuration not stated)	-9	·
120	COc1ccc(OC)c(C2C=C(c3ccc(C)c(C)c3)Nc3nnnn32)c1 (configuration not stated)	-3	-19

5 entries from above, with values under each structure:
Every second line gives: RmlC RmlD mix, RT RNaseH block
111	CN1C(=O)C(C2c3ccccc3C(=O)N2Cc2ccccc2)C(=O)N(C)C1=O (configuration not stated)
 : -17, -8
117	COc1cccc(-n2nc(C(=O)N3CCC4(CC3)OCCO4)c3ccccc3c2=O)c1
 : 24, -7
118	Cn1c(NNC(=O)c2cccc3ccccc23)cc(=O)n(C)c1=O
 : 7, ·
120	COc1ccc(OC)c(C2C=C(c3ccc(C)c(C)c3)Nc3nnnn32)c1 (configuration not stated)
 : -3, -19
119	O=C(NC1(C(F)(F)F)NC(=O)N(Cc2cccnc2)C1=O)c1ccccc1Cl (configuration not stated)
 : -9, ·
